# Source: PubChem (Broad Institute)
# F508del corr: CFTR F508del correction in bronchial cells; CFBE cells, YFP halide quenching; stimulated with forskolin plus potentiator P3; % fluorescence drop versus neutral controls; activity (quench increase), % at 7.58 µM; 350,000 tested, 0.36% active;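 active = mean added fluorescence quench of at least 8% versus neutral control, with both replicates also reaching 8%; inconclusive = only one of the mean or replicate conditions met; inactive = mean below 8% and not both replicates reaching 8%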;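 note: cells transiently co-express mutant CFTR-F508del with the halide-sensitive YFP; corrector assay measuring rescue of mutant channel to the surface after 24 h compound exposure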
# PglD inh: inhibitors of Campylobacter jejuni PglD acetyltransferase; purified PglD enzyme, DTNB colorimetric CoA detection; inhibition, % at 12.5 µM; 360,000 tested, 0.098% active; AID 602405; in the data active = inhibition above about 16%, passing the limit was not always enough; inconclusive = no clear call, values can overlap the other calls; note: strong numbers were not always called active
# Cneo AK release: Cryptococcus neoformans lysis via adenylate kinase release; C. neoformans lysis, adenylate kinase release luminescence, 4 h; normalised: neutral wells 0, clomiphene wells 100; lysis activity, % at 15 µM; 360,000 tested, 0.2% active; AID 651654;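 active = mean lysis activity across replicates of at least 80%, whatever share of replicates individually reach that level; inactive = mean lysis activity below 80%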
#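 Material: C. neoformans cells | Amount: Yeast cell density of 5 × 10^6 cells/mL | Medium: Fresh YPD growth medium | Dosing: Single dose | Times: Static 4 h at 37 °C with compound, 1 h detection | Detection: AK luminescence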
# PGC1a acetyl inh: PGC1a acetylation modulation, inhibitor mode. U2OS PGC1a acetylation, AlphaScreen anti-acetyl-lysine; with virally co-expressed GCN5 acetyltransferase. inhibition, % at 15.6 µM. 350,000 tested, 0.17% active;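 active = every replicate shows inhibition of at least 40%; inconclusive = mean inhibition at least 40% but some replicate below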;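 note: 0% = neutral control wells and 100% = positive control wells; some results beyond the cut were filed as inactive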
# miR122 inh: blocks miR-122 activity in Huh7 sensor cells; 340,000 tested, 0.3% active; activation (reporter increase), % at 12.5 µM; Huh7 miR-122 Renilla luciferase sensor, 48 h; neutral wells = 0, positive control = 100;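 active = mean replicate activation score at least 90 and every replicate individually at or above 90; inconclusive = only one of the two criteria met; inactive = neither criterion met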;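 note: higher luciferase means less miR-122 activity so hits act as miR-122 inhibitors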
# FN deposit inh: fibronectin deposition inhibition; AH1F fibroblasts, Alexa488-fibronectin deposition fluorescence, overnight; inhibition, % at 12.6 µM; 350,000 tested, 0.086% active; AID 743247;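 active = mean inhibition across replicates of 30% or more, regardless of how many single replicates reach that level; inconclusive = mean under 30% yet at least half of replicates reach 30%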;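 note: positive control wells lacked labelled fibronectin entirely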
#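 material = AH1F fibroblast monolayer depositing Alexa488-labelled fibronectin into matrix | amount = 10000 AH1F cells/well | buffer or medium = DMEM plus 2% serum, read in PBS | incubation = 1 h cell adhesion before compound, then overnight fibronectin incubation | detection = fluorescence at 485 nm excitation, 525 nm emission | evaluation = percent inhibition as loss of matrix-bound fibronectin fluorescence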
# INS-1E GSIS act: primary screen for activators of insulin secretion dependent on glucose, INS-1E cells, GLuc reporter luminescence; activation, % at 16.6 µM; 370,000 tested, 0.61% active; INS-1E GLuc reporter insulin secretion, 2-3 h;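 active = lowest replicate activation of at least 40%, so every replicate reaches that level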;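 note: 0% = median of neutral control wells and 100% = median of IBMX positive control wells; some compounds called inactive have numbers as strong as hits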
# C2C12 statin: suppression of simvastatin myotoxicity; C2C12 myotubes + simvastatin, ATP luminescence, 48 h; scaled: DMSO 0, geranylgeraniol control 100; rescue of ATP level, % at 7.49 µM; 330,000 tested, 0.78% active;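 active = mean ATP rescue above about 67%, or every replicate alone reaching that limit, limit read from the data, passing the limit was not always enough; inconclusive = no clear call, values can overlap the other calls; inactive = mean under the limit and some replicate under it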;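 note: myotubes were challenged with 10 µM simvastatin during compound exposure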
# * hit, by the source's call; ? = inconclusive; . = no result given; [ ] = dose if it differs, or a comment.
# Start of the data: the first two entries, to show the layout:
SMILES,F508del corr,PglD inh,Cneo AK release,PGC1a acetyl inh,miR122 inh,FN deposit inh,INS-1E GSIS act,C2C12 statin
CNC(=O)NC(=O)C(NC1CCCc2ccccc21)c1ccccc1 (stereo unspecified),-1.9,1,-2,.,.,-4,-3,2
C/C(Cc1ccccc1)=N\NC(=O)CNC(=O)Cc1ccc(Cl)cc1,-4.0,-3,2,-9,.,-3,-28,.

# This part in full, from the first entry:
SMILES,F508del corr,PglD inh,Cneo AK release,PGC1a acetyl inh,miR122 inh,FN deposit inh,INS-1E GSIS act,C2C12 statin
CNC(=O)NC(=O)C(NC1CCCc2ccccc21)c1ccccc1 (stereo unspecified),-1.9,1,-2,.,.,-4,-3,2
C/C(Cc1ccccc1)=N\NC(=O)CNC(=O)Cc1ccc(Cl)cc1,-4.0,-3,2,-9,.,-3,-28,.
Cc1cc(C(F)(F)F)n2nc(C)c(-c3ccc(Cl)cc3)c2n1,.,-6,3,14,6,8,2,-9
COC(=O)c1ccc(CN2CC(=O)N3[C@H](CO)[C@H](c4ccc(-c5cccnc5)cc4)[C@H]3C2)cc1,-3.3,.,.,-3,.,1,-9,.
COc1ccc(CN(C)C[C@H]2Oc3ccc(NC(=O)Nc4ccc(F)cc4)cc3CC(=O)N([C@@H](C)CO)C[C@H]2C)cc1,-2.9,1,1,-1,-11[16.7 µM],.,.,12
CN(C(=O)c1ccccn1)C1(C(=O)NC2CCCCC2)CCCCC1,.,3,0,-4,.,-38,.,1
O=C(/C=C/NNC(=O)c1cccc(Br)c1)c1ccccc1,.,1,0,13,6,.,.,16
Cc1cccc(OC(C)C(=O)Nc2cc(Cl)ccc2-n2cncn2)c1 (stereo unspecified),2.9,2,0,7,6,15,-24,-2
CCCN(C(=O)C1CCCN(c2ncnc3c2nc2n3CCCCC2)C1)c1ccc(F)cc1 (stereo unspecified),2.7,-1,0,-2,-5,4,-24,40
C[C@H](CO)N1C[C@H](C)[C@H](CN(C)C(=O)c2ccc(F)cc2)Oc2cc(C3=CCCC3)ccc2S1(=O)=O,2.8,.,.,-7,13[16.7 µM],-2,-18,-12
C[C@H](CO)N1C[C@H](C)[C@@H](CN(C)C(=O)Nc2ccc(N3CCCCC3)cc2)OCc2cnnn2CCCC1=O,-1.4,2,9,3,-2[16.7 µM],-2,-5,-7
C[C@@H]1CCCCO[C@H](CN(C)Cc2ccccc2)[C@@H](C)CN([C@@H](C)CO)C(=O)c2cc(NC(=O)Nc3ccc(C(F)(F)F)cc3)ccc2O1,0.7,-2,-1,5,-20[16.7 µM],4,26,.
C=CCN1C(=O)C(O)(CC(=O)c2ccco2)c2cc(Br)ccc21 (stereo unspecified),-1.9,5,-3,.,5,3,10,1
CCCS(=O)(=O)NC(=O)C1(C)CCN(C(=O)c2snnc2C)C1 (stereo unspecified),-2.1,2,0,-5,-1,0,28,-2
Cc1cccc(-c2ccc([C@@H]3[C@@H](CO)N4CCCCN(S(=O)(=O)c5cccc(C)c5)C[C@@H]34)cc2)c1,0.5,0,-1,1,0[16.7 µM],.,17,.
COCC(=O)N1[C@@H](C#N)[C@@H](c2ccc(C3=CCCC3)cc2)[C@@H]1CO,-0.3,1,-1,10,.,6,7,-2
CCC1CN(C(=O)N2CCC(C(=O)NCc3ccc(C)o3)CC2)c2ccccc2O1 (stereo unspecified),-2.1,1,0,.,.,-1,-14,6
COc1ccc(C(=O)N2CCN(c3ccc(C(C)=O)cc3F)CC2)cc1S(=O)(=O)NC1CC1,1.2,2,-2,.,.,4,-1,7
O=C(c1ccc2c(c1)OCO2)N1CC2(C1)[C@H](c1ccccc1)[C@@H](CO)N2C(=O)C1CCCC1,1.1,.,.,-1,.,-1,-14,.
CCNc1nc(NC(C)C)nc(N2CC(=O)N(CC(=O)OCC)C2=N)n1,.,-2,-9,4,-6,2,43,.
CO[C@H]1CN(C)C(=O)c2cc(NC(=O)C3CC3)ccc2OC[C@@H](C)N(C(=O)C2CCCCC2)C[C@H]1C,-1.9,1,-7,1,2[16.7 µM],-6,-6,10
COc1ccccc1NS(=O)(=O)c1cccc(C(=O)NCC(c2ccco2)N(C)C)c1 (stereo unspecified),-0.6,-1,0,.,-22,1,-1,7
CC(c1ccccc1)C1NC(C(=O)O)CS1 (stereo unspecified),.,-2,0,-4,-4,.,.,-4
O=C1CN(S(=O)(=O)c2ccc(Cl)cc2)c2ccccc2N1,2.5,-1,2,5,3,-1,4,5
Cc1cc(Br)ccc1NC(=O)CN1C(=O)C2C3CC(c4ccccc4)C(C3)C2C1=O (stereo unspecified),6.5,.,.,3,-1,.,-6,.
COc1ccc(C(=O)NC(=S)Nc2ccc(N3CCOCC3)cc2)cc1Cl,-1.0,-4,-1,.,.,8,10,-22
CC(NC(=O)CNC(=O)Cc1cccc2ccccc12)c1ccc(S(N)(=O)=O)cc1 (stereo unspecified),1.2,5,10,.,.,.,19,.
O=C(Nc1cccc(Cl)c1)N[C@H]1CC[C@@H](CCNC(=O)C2CCCC2)O[C@@H]1CO,-2.5,0,-7,3,9[16.7 µM],-3,-22,4
N#Cc1ccc(OCC(=O)OCCCOC(=O)COc2ccc(C#N)cc2)cc1,3.0,-3,3,.,-1,3,33,5
O=C(CSc1nnnn1-c1cccc2ccccc12)Nc1ccc(N2CCOCC2)c(Cl)c1,.,-3,-5,2,0,.,.,-7
Cc1cccc(N2CCN(C(=O)CCNC(=O)Cn3ccc4ccccc4c3=O)CC2)c1C,.,-3,0,.,10,-2,.,0
COc1ccc(OCC(=O)Nc2ccc(NC(=O)c3ccco3)c(C)c2)cc1,-1.3,5,1,.,-7,-18,4,1
CCOC(=O)N1CCN(C(=O)COc2cc(=O)n(CC)c3ccccc23)CC1,.,1,0,-6,13,-6,.,32
CCC(=O)N1C[C@@H](C)[C@@H](OC)CN(C)C(=O)c2cc(NC(=O)COC)ccc2OC[C@H]1C,-0.7,1,55,9,.,-6,17,6
COc1cc(CN(C(=S)NCC(=O)NC2CCCC2)C2CCCC2)cc(OC)c1OC,.,-1,-3,-1,3,8,2,.
O=C(CN(Cc1ccccc1)S(=O)(=O)c1ccc(Br)cc1)NCC1CCCO1 (stereo unspecified),0.3,2,0,.,.,8,-24,8
CC(=O)c1cccc(NC(=O)C2CCCN(S(=O)(=O)c3ccccc3)C2)c1 (stereo unspecified),.,.,.,-29,0,.,-14,-4
COc1ccccc1S(=O)(=O)N[C@@H]1CC[C@@H](CCNC(=O)C2CC2)O[C@@H]1CO,-0.8,-1,0,0,.,-11,-4,-1
COc1ccc(CN(C)C(=O)[C@H]2O[C@@H](n3ccc(N)nc3=O)[C@H](O)[C@@H]2O)cc1OC,1.0,-3,-1,-4,10,11,2,1
COc1ccc(CC(=O)Nc2ccc(-c3cn4ccccc4n3)cc2)cc1OC,.,3,-4,-13,-3,.,.,-34
O=S(=O)(O)c1cc(O)ccc1O,-1.0,9,-2,-10,-1,-1,.,6
O=C(O)c1ccccc1-c1ccc(/C=C/c2cc(C(F)(F)F)[nH]c(=O)n2)o1,?,.,.,1,.,3,4,.
CCS(=O)(=O)Nc1ccc2c(c1)C(=O)N(C)C[C@H](OC)[C@@H](C)CN(C(=O)NC(C)C)[C@@H](C)CO2,-2.0,2,-4,-2,-17[16.7 µM],0,6,-28
COCC(=O)N1[C@H](CO)[C@@H](c2ccccc2C2=CCCC2)[C@@H]1C#N,0.0,.,.,-6,.,-7,10,.
O=C(O)c1cccc(S(=O)(=O)N2CCCC(c3nc4c(nnn4Cc4ccc(F)cc4)c(=O)[nH]3)C2)c1 (stereo unspecified),1.3,5,1,.,.,-2,12,20
C[C@H]1CN([C@@H](C)CO)C(=O)c2ccccc2-c2ccccc2CO[C@@H]1CN(C)C(=O)Nc1cccc(C(F)(F)F)c1,-2.7,-1,45,17,.,1,13,10
CCCCn1c(=O)nc2n(-c3ccc(C)cc3)c3ccccc3cc-2c1=O,-3.4,0,1,.,2,0,-8,.
O=C(COc1ccc2ccccc2c1)Nc1cccc2cccnc12,.,-6,1,-6,-6,-6,.,8
CCOC(=O)C1=C(C)N=C2SC(C)C(=O)N2C1c1ccc(OCC)c(OCC)c1 (stereo unspecified),.,-3,-2,-3,-3,.,.,7
Cc1cccc(C)c1NC(=O)CSc1nnc(NC(=O)CN2CCOCC2)s1,.,-3,0,-2,-4,5,.,-1
CC1(C)CC(=O)C2=C(C1)OC(c1ccncc1)C(C#N)=C2N (stereo unspecified),.,-4,-1,0,-5,2,.,4
CCCC(CCC)C(=O)Nc1ccc2c(c1)N(C(=O)CCN1CCN(C)CC1)c1ccccc1CC2,4.0,.,.,-8,.,-1,4,.
CCN1C(=O)CC(N2CCN(c3ccc(C(=O)c4ccncc4)cc3)CC2)C1=O (stereo unspecified),.,-5,-1,5,-9,-6,3,11
COc1ccc(-c2cnc3c(c2)C(=O)N([C@H](C)CO)C[C@H](C)[C@@H](CN(C)Cc2ccc(C(=O)O)cc2)O3)cc1,1.7,-2,1,7,9[16.7 µM],.,6,-5
COc1ccc(NC(=O)CSc2nnnn2C2CCCCC2)c(OC)c1,2.7,-2,2,.,1,-9,-2,-1
CC(=O)N(C)C[C@@H]1Oc2ncc(C#CCc3ccccc3)cc2C(=O)N([C@@H](C)CO)C[C@H]1C,2.1,-1,1,-7,6[16.7 µM],-4,-3,-8
Cc1ccc(S(=O)(=O)c2nc(C(C)(C)C)oc2N2CCOCC2)cc1,.,-1,2,-2,-22,-12,8,11
Cc1cccc(NC(=O)CN(C)S(=O)(=O)c2cccs2)c1,0.0,-5,2,.,-8,.,-1,1
Cc1ccc2[nH]c(O)c(N=O)c2c1,2.3,-4,0,-13,-4,-2,10,7
COc1ccc(CNC(=O)CN2CCC(NC(=O)c3cccc(OC)c3)CC2)cc1,-0.4,-5,5,0,-6,3,-19,-2

# Continued:
SMILES,F508del corr,PglD inh,Cneo AK release,PGC1a acetyl inh,miR122 inh,FN deposit inh,INS-1E GSIS act,C2C12 statin
Cc1csc2ncnc(N3CCN(C(=S)Nc4ccc(C(F)(F)F)cc4)CC3)c12,-2.9,1,-4,-8,0,-7,-34,.
C[C@H]1CN([C@@H](C)CO)C(=O)Cc2cc(NC(=O)Nc3ccc4c(c3)OCO4)ccc2O[C@H]1CN(C)CC1CC1,-0.1,-3,1,.,-4[16.7 µM],.,-10,-6
CC(C(=O)NCc1ccco1)n1nc(-c2ccccc2)c2cc(Cl)ccc21 (stereo unspecified),1.4,0,-1,-8,-11,2,10,7
C[C@H](CO)N1C[C@H](C)[C@@H](CN(C)Cc2ccncc2)Oc2ccc(NC(=O)Nc3ccc(C(F)(F)F)cc3)cc2CC1=O,-0.5,-5,3,-30,11[16.7 µM],.,4,-75
CCCCNC(=O)C1CC(c2cccc(F)c2)=NO1 (stereo unspecified),-3.4,-3,-4,1,2,4,-3,2
O=C(NCc1cn2ccsc2n1)Nc1cccc(Cl)c1,.,7,2,-29,8,.,.,.
O=C(O)CCC(=O)N1CN2CN(C(=O)CCC(=O)O)CC([N+](=O)[O-])(C2)C1,-1.0,10,0,19,-4,-3,4,-1
O=C(Nc1ccn(Cc2c(F)c(F)cc(F)c2F)n1)c1ccc(COc2ccc(Cl)cc2Cl)o1,.,2,-4,-13,-9,-10,-21,23
